Pol iota inh: DNA polymerase iota (human) inhibition; Q9UNA4; Pol iota fluorescent replication assay, 10 min; Potency, µM (highest dose often 115 µM), without a hit: at the highest dose activity, negative = inhibition, actives largely listed as inhibitors; actives 1% (n = 390,000); AID 588590
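Pol iota at 10 nM preincubated 15 min with compounds at room temperature; reaction started with fluorescent substrate, 50 nM final. Fluorescence read kinetically at 0 and 10 min; buffer-only wells as negative control.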
APEX1 inh: inhibitors of human APE1 endonuclease; recombinant APE1, TAMRA/BHQ-2 abasic DNA cleavage fluorescence; Potency, µM (series often up to 65.8 µM), for inactives: top-dose activity change, negative = inhibition, most hits filed as inhibitors; AID 2517; actives 0.35% (n = 350,000);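 note: plate controls were vehicle for no effect and reference inhibitor for full effect; nearly all actives have a fitted effect of over 55% in size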
Target sequence (P27695 whole entry, looked up): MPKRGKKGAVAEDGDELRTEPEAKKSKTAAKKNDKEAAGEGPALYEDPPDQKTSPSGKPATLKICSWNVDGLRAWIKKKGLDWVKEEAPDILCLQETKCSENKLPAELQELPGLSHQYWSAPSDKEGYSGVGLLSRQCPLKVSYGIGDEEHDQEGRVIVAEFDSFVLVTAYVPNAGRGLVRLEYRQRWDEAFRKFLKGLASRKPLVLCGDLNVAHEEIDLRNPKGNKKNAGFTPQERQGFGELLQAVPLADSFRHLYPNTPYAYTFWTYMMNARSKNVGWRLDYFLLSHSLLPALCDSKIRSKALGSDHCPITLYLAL
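Readout is kinetic fluorescence (ex 525, em 598 nm) from cleavage of 50 nM TAMRA/BHQ-2 THF abasic duplex by 0.75 nM APE1, compound added 15 min beforehand at RT.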
Apoferritin bind: candidate novel general anesthetic via apoferritin binding | actives 0.074% (n = 350,000) | P02791 | apoferritin/1-aminoanthracene competitive binding, fluorescence | Potency, µM (series often up to 77.5 µM), for the others: at the highest dose activity change, negative = displacement, hits mostly inhibitors; note: % is set by controls: 0 for no effect and ±100 for the full control effect; nearly all actives have a fitted effect of over 20% in size
Target sequence (P02791 2-175 limits assumed): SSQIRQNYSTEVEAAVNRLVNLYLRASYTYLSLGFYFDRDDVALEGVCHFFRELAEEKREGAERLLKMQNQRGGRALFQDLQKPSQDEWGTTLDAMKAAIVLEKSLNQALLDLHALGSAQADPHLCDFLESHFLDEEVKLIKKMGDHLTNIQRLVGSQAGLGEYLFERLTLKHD
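Read-out: endpoint 1-AMA fluorescence, excitation 380 nm and emission 535 nm, after compounds sit 10 min at room temperature with 10 uM horse-spleen apoferritin in 50% saturated 1-AMA/PBS. Values come from four-parameter Hill fits.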
BLM helicase inh: blocks DNA unwinding by human BLM helicase | recombinant BLM DNA unwinding, fluorescence dequenching | actives 0.2% (n = 350,000) | P54132 | Potency, µM (doses to about 56.1 µM), without a hit: top-dose activity change, negative = inhibition, most hits filed as inhibitors;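 note: plate controls were vehicle for no effect and no enzyme for full effect; nearly all actives have a fitted effect of over 35% in size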
Pol eta inh: DNA polymerase eta (human) inhibition | Q9Y253 | recombinant Pol eta, fluorescent DNA replication assay | Potency, µM (titrated, usually from 114 µM), for inactives: top-dose activity change, negative = inhibition, actives largely listed as inhibitors | actives 1.2% (n = 390,000); note: % is set by controls: 0 for no effect and ±100 for the full control effect
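Pol eta (10 nM) was preincubated with compounds for 15 min at room temperature, after which fluorescent replication substrate (50 nM final) was added to start the reaction. Fluorescence was read kinetically at 0 and 10 min.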
BAZ2B inh: BAZ2B (human) inhibition; AlphaScreen BAZ2B-H3K14Ac peptide displacement; Potency, µM (titrated, usually from 114 µM), for the others: at the top dose activity change, negative = inhibition, hits mostly inhibitors; actives 4.4% (n = 360,000); note: % is set by controls: 0 for no effect and ±100 for the full control effect; nearly all actives have a fitted effect of over 60% in size
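BAZ2B (50 nM) with biotin-H3(5-23)K14Ac peptide (50 nM) in PBS pH 7.4, 0.01% Tween-20, preformed 30 min, then compound 30 min at room temperature; top concentration 110uM. AlphaScreen streptavidin donor/nickel chelate acceptor beads (10 ug/mL final), 20 min dark, signal read.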
POLB inh: inhibitors of human DNA polymerase beta. Pol beta primer extension/strand displacement, fluorescence kinetic. actives 1.3% (n = 340,000). P06746. Potency, µM (doses to about 114 µM), for the others: at the top dose activity change, negative = inhibition, hits mostly inhibitors. AID 485314; note: % is set by controls: 0 for no effect and ±100 for the full control effect
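Kinetic readout of DNA synthesis with strand displacement by Pol beta. Compound and 10 nM enzyme sit 15 min at room temperature; 50 nM substrate starts the reaction, read immediately and at 10 min.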
Pol kappa inh: DNA polymerase kappa (human) inhibition; purified Pol kappa, fluorescent DNA synthesis assay, 10 min; Q9UBT6; actives 0.53% (n = 400,000); Potency, µM (top dose mostly 107 µM), for inactives: top-dose activity, negative = inhibition, usual class: inhibitors; AID 588579; note: % is set by controls: 0 for no effect and ±100 for the full control effect
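Readout: fluorescence, taken kinetically at 0 and 10 min. Conditions: 10 nM Pol kappa, 15 min RT compound preincubation, 50 nM substrate final. Controls: enzyme-free buffer wells.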
G9a block: blocks human histone lysine methyltransferase G9a; actives 8.8% (n = 350,000); Potency, µM (top dose mostly 102 µM), for inactives: top-dose activity, negative = inhibition, usual class: inhibitors; G9a H3K9 monomethylation, AlphaScreen, 2 h; Q96KQ7; note: % is set by controls: 0 for no effect and ±100 for the full control effect; nearly all actives have a fitted effect of over 75% in size
Target sequence (Q96KQ7 913-1193 limits assumed): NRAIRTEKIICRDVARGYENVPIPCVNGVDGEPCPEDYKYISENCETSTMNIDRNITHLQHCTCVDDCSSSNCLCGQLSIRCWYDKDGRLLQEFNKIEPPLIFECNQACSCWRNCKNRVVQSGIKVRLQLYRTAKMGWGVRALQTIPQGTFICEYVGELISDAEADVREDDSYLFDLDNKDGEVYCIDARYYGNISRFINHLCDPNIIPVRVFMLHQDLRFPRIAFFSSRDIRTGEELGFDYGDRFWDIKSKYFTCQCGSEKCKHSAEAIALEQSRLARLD
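Step 1: enzyme (final 20 nM) with compound, 15 min RT. Step 2: substrate peptide 500 nM and SAM 20 uM, 2 h RT. Step 3: anti-H3K9me1 antibody and AlphaScreen beads, 10 min, then plate read.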
An asterisk follows results filed as active; & = joins results of further samples; [ ] = remark or other dose. Calls come from the whole dose curve; as a rule, active = well fitted curve in the direction sought with a large enough effect; inconclusive = small, poorly fitted or top-dose-only effect, or another doubt; inactive = no such curve, though single readings can be large; an effect the other way counts as inactive or inconclusive. Potency is the fitted concentration of half-maximal effect. Only part of the results is shown, so the mix of outcomes need not match the whole.

`Cc1nc2c(ccc3nc(NC(=O)c4ccc(S(=O)(=O)N(C)C)cc4)sc32)s1` gave Pol iota inh -12%, APEX1 inh -1%, Apoferritin bind -7%, BLM helicase inh -2%, Pol eta inh -4%, BAZ2B inh 5%, POLB inh 44%, Pol kappa inh -11% and G9a block inconclusive.
Screening CCOC(=O)c1[nH]c2c(c1-c1ccc(OC)cc1)C(=O)CC(c1ccc(OC)c(OC)c1)C2 (configuration not stated) returned Pol iota inh 9%, APEX1 inh 2%, Apoferritin bind -18%, BLM helicase inh -2%, Pol eta inh -13%, BAZ2B inh inconclusive, POLB inh -22%, Pol kappa inh 17% and G9a block 50µM*.
COc1ccccc1CNc1ccc(-c2nc(C(C)C)no2)cc1[N+](=O)[O-] was read as Pol iota inh 9%, Apoferritin bind -3%, BLM helicase inh -4%, Pol eta inh -19%, BAZ2B inh 2%, POLB inh -25%, Pol kappa inh -7% and G9a block -32%[59 µM].
CCc1ccc(NS(=O)(=O)c2ccc3c(c2)oc(=O)n3C)cc1 was read as Pol iota inh -14%, APEX1 inh -9%, Apoferritin bind -8%, BLM helicase inh -4%, Pol eta inh -6%, BAZ2B inh -7%, POLB inh -13%, Pol kappa inh -3% and G9a block 9%.
Cc1ccc(N(CC(=O)NN=C2CCN(C)CC2)S(=O)(=O)c2ccccc2)c(C)c1 was read as Pol iota inh 23%, APEX1 inh 12%, Apoferritin bind -8%, BLM helicase inh -2%, Pol eta inh -15%, BAZ2B inh 8%, POLB inh 17%, Pol kappa inh -8% and G9a block 39%[59 µM].
`O=C(Nc1cc(F)cc(F)c1)c1ccc(NCCc2ccccc2)c([N+](=O)[O-])c1` gave Pol iota inh 14%, APEX1 inh 3%, Apoferritin bind 3%, BLM helicase inh -11%, Pol eta inh -17%, BAZ2B inh -26%, POLB inh 2%, Pol kappa inh -15% and G9a block -20%[59 µM].
COc1ccccc1C(=O)Oc1ccc2c(c1)O/C(=C\c1ccncc1)C2=O was read as Pol iota inh -8%, APEX1 inh -4%, Apoferritin bind 256%[activator], BLM helicase inh 3%, Pol eta inh inconclusive, BAZ2B inh inconclusive, POLB inh 0%, Pol kappa inh -11% and G9a block inconclusive.
Screening COC(=O)c1ccc2nc(NC(=O)C(C)C)sc2c1 returned Pol iota inh 2%, APEX1 inh -1%, Apoferritin bind 0%, BLM helicase inh 2%, Pol eta inh 1%, POLB inh 2%, Pol kappa inh -9% and G9a block -32%.
Cc1ccc(CNC(=O)CCS(=O)(=O)c2ccc3c(c2)oc(=O)n3C)cc1 was read as Pol iota inh 14%, APEX1 inh 71%[activator], Apoferritin bind -3%, BLM helicase inh 0%, Pol eta inh -8%, BAZ2B inh -14%, POLB inh 29%, Pol kappa inh 14% and G9a block 49%[activator].
Screening CCCNC(=O)NC(=O)COc1c(F)c(F)cc(F)c1F returned Pol iota inh 13%, APEX1 inh -5%, Apoferritin bind -13%, BLM helicase inh 1%, Pol eta inh -12%, BAZ2B inh 0%, POLB inh 1%, Pol kappa inh -11% and G9a block 2%.

As a short view, 3 of the compounds above:
`Cc1nc2c(ccc3nc(NC(=O)c4ccc(S(=O)(=O)N(C)C)cc4)sc32)s1` gave Pol iota inh -12%, APEX1 inh -1%, Apoferritin bind -7%, BLM helicase inh -2%, Pol eta inh -4%, BAZ2B inh 5%, POLB inh 44%, Pol kappa inh -11% and G9a block inconclusive.
Screening CCOC(=O)c1[nH]c2c(c1-c1ccc(OC)cc1)C(=O)CC(c1ccc(OC)c(OC)c1)C2 (configuration not stated) returned Pol iota inh 9%, APEX1 inh 2%, Apoferritin bind -18%, BLM helicase inh -2%, Pol eta inh -13%, BAZ2B inh inconclusive, POLB inh -22%, Pol kappa inh 17% and G9a block 50µM*.
COc1ccccc1CNc1ccc(-c2nc(C(C)C)no2)cc1[N+](=O)[O-] was read as Pol iota inh 9%, Apoferritin bind -3%, BLM helicase inh -4%, Pol eta inh -19%, BAZ2B inh 2%, POLB inh -25%, Pol kappa inh -7% and G9a block -32%[59 µM].

Additional records follow.
Screening CC(C)CCn1c(Oc2ccccc2F)nc2c1c(=O)n(C)c(=O)n2C returned Pol iota inh 10%, Apoferritin bind -2%, BLM helicase inh -7%, Pol eta inh -11%, BAZ2B inh inconclusive, POLB inh 1%, Pol kappa inh -7%[60.1 µM] and G9a block -9%[59 µM].
For COCCCn1c(SCC(=O)Nc2ccc(C)cc2)nc2ccccc2c1=O the results were Pol iota inh 21%, APEX1 inh 1%, Apoferritin bind -12%, BLM helicase inh -11%, Pol eta inh -11%, BAZ2B inh -32%, POLB inh -6%, Pol kappa inh -6% and G9a block inconclusive.
Fc1cccc(Cl)c1CSC1=NCCS1 was read as Pol iota inh 27%, APEX1 inh 11%, Apoferritin bind inconclusive, BLM helicase inh -4%, Pol eta inh -20%, BAZ2B inh 141%[activator], POLB inh 0%, Pol kappa inh 7% and G9a block 267%[activator].
O=C(NCc1ccc(Cl)cc1)C(=O)NCC(c1cccs1)S(=O)(=O)c1cccs1 (configuration not stated) was read as Pol iota inh 17%, Apoferritin bind -7%, BLM helicase inh -4%, Pol eta inh -21%, BAZ2B inh -3%, POLB inh -13%, Pol kappa inh -15%[60.1 µM] and G9a block -1%[59 µM].
`CCOc1ccc(C(=O)Nc2ccc(OCc3cc(=O)n4cccc(C)c4n3)cc2)cc1` gave Pol iota inh 2%, Apoferritin bind 3%, BLM helicase inh -5%, Pol eta inh -6%, BAZ2B inh 10%, POLB inh 34%[activator], Pol kappa inh -8%[60.1 µM] and G9a block 22%[59 µM].
For Cc1ccc2nc(Nc3ccc(Cl)cc3)c3nncn3c2c1 the results were Pol iota inh 10%, APEX1 inh 7%, Apoferritin bind -14%, BLM helicase inh -2%, Pol eta inh 6%, BAZ2B inh -1%, POLB inh inconclusive, Pol kappa inh -11%[60.1 µM] and G9a block 6%.
Screening Cc1ccc(CC(NC(=O)c2ccccc2)C(=O)NC(CC(C)C)C(=O)O)cc1 (configuration not stated) returned Pol iota inh 12%, APEX1 inh -4%, Apoferritin bind -2%, BLM helicase inh 4%, Pol eta inh -14%, BAZ2B inh 8%, POLB inh 4%, Pol kappa inh 1% and G9a block inconclusive.
For COC(=O)c1cc2sccc2n1Cc1nc(-c2ccc(C)cc2)oc1C the results were Pol iota inh -11%, Apoferritin bind 60%[activator], BLM helicase inh -8%, Pol eta inh 3%, BAZ2B inh -12%, POLB inh 6%, Pol kappa inh -1% and G9a block inconclusive.
For O=[N+]([O-])c1cccc(-c2ccc(CN3CCN(c4ccccc4)CC3)o2)c1 the results were Pol iota inh 37%[activator], APEX1 inh -20%, Apoferritin bind inconclusive, BLM helicase inh -7%, Pol eta inh -18%, BAZ2B inh 45µM*, POLB inh -7%, Pol kappa inh -7% and G9a block 40µM*.
`COCCNC(=O)CCCn1c(=O)c2cc(OC)c(OC)cc2n(CC(=O)Nc2ccc(F)cc2)c1=O` gave Pol iota inh 41%&2%[activator], APEX1 inh 1%, Apoferritin bind 6%&-7%, BLM helicase inh 1%&2%, Pol eta inh -21%&-13%, BAZ2B inh -2%&2%, POLB inh 17%&21%, Pol kappa inh -5%&4% and G9a block -1%&10%[59 µM].
For Cc1cc(N/C=C/C(=O)c2ccccc2)ccc1Br the results were Pol iota inh -15%, APEX1 inh 3%, Apoferritin bind -5%, BLM helicase inh -1%, Pol eta inh -2%, BAZ2B inh 4%, POLB inh inconclusive, Pol kappa inh -12% and G9a block 18%.
`CCN(CC)S(=O)(=O)c1cccc(NC(=O)COC(=O)CCC(=O)c2cccs2)c1` gave Pol iota inh inconclusive, APEX1 inh -3%, Apoferritin bind -20%, BLM helicase inh -2%, Pol eta inh -24%, BAZ2B inh -29%, POLB inh 1%, Pol kappa inh -1% and G9a block -21%.
Screening O=C1C(Cc2ccccc2)Nc2ncnc(N3CCc4ccccc4C3)c2N1Cc1ccc(Cl)cc1 (configuration not stated) returned Pol iota inh 58%[activator], APEX1 inh -17%, Pol eta inh -15%, BAZ2B inh -33%, Pol kappa inh -36% and G9a block 16%[2.33 µM].
For CC(=O)c1ccc([N+](=O)[O-])c(CS(=O)(=O)c2ccccc2)c1 the results were Pol iota inh -10%, APEX1 inh 52%, Apoferritin bind -7%, BLM helicase inh -2%, Pol eta inh -3%, BAZ2B inh -13%, POLB inh -6%, Pol kappa inh 13% and G9a block 5%.
`O=[N+]([O-])c1ncccc1OCc1ccc(Cl)c(Cl)c1` gave Pol iota inh 21%, APEX1 inh 53%[activator], Apoferritin bind inconclusive, BLM helicase inh -4%, Pol eta inh -9%, BAZ2B inh -13%, POLB inh 5%, Pol kappa inh -2% and G9a block -2%.
Cc1c(C(=O)OCC(=O)N2C(C)CCCC2C)oc2ccccc12 (configuration not stated) was read as Pol iota inh 44%[activator], APEX1 inh 15%, Apoferritin bind inconclusive, BLM helicase inh -2%, Pol eta inh -11%, BAZ2B inh -6%, POLB inh -4%, Pol kappa inh 9% and G9a block 40%.
CC(NC(=O)c1ccc(C23CC4CC(CC(C4)C2)C3)cc1)C(=O)O (configuration not stated) was read as Pol iota inh -4%, APEX1 inh -1%, Apoferritin bind -16%, BLM helicase inh -9%, Pol eta inh 4%, BAZ2B inh -1%, POLB inh 18%, Pol kappa inh -9% and G9a block -1%.
C=CC[C@H](CC(=O)NCCO)C(=O)N[C@H](COC(=O)[C@@H](CC=C)CC(=O)OC(C)(C)C)Cc1ccccc1 was read as Pol iota inh 19%, APEX1 inh 7%, Pol eta inh -10% and Pol kappa inh -8%.
Screening O=[N+]([O-])c1ccc(SCCc2ccccn2)cc1 returned Pol iota inh inconclusive, APEX1 inh -5%, Apoferritin bind -2%, BLM helicase inh -2%, Pol eta inh -3%, BAZ2B inh -21%, POLB inh 10%, Pol kappa inh -10% and G9a block 13µM*.
CC1CCN(c2nncc3ccccc23)CC1 was read as Pol iota inh -3%, APEX1 inh inconclusive, Apoferritin bind -18%, BLM helicase inh 2%, Pol eta inh inconclusive, BAZ2B inh -5%, POLB inh 10%, Pol kappa inh 3% and G9a block 1%.
